GLS inhibitor: inhibitors of human glutaminase (GLS) | O94925 | AID 624170 | GLS enzymatic activity, qHTS titration | actives 0.21% (n = 410,000) | Potency, µM (doses to about 45.5 µM), inactives show top-dose activity change, negative = inhibition, actives largely listed as inhibitors; note: potency is the fitted concentration of half-maximal effect; % is set by controls: 0 for no effect and ±100 for the full control effect
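Compounds were pin-transferred onto hKGA, after which L-glutamine (1 mM solution) and a detection mix of glutamate oxidase, HRP and Amplex Red were added. Initial and 30 min RT fluorescence reads were collected.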
BAZ2B inh: inhibitors of human BAZ2B bromodomain; Potency, µM (highest dose often 114 µM), for inactives: at the top dose activity change, negative = inhibition, actives largely listed as inhibitors; actives 4.4% (n = 360,000); Q9UIF8; AlphaScreen BAZ2B-H3K14Ac peptide displacement; note: potency is the fitted concentration of half-maximal effect; % is set by controls: 0 for no effect and ±100 for the full control effect; nearly all actives have a fitted effect of over 60% in size
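AlphaScreen displacement of biotin-H3(5-23)K14Ac peptide (50 nM final) from BAZ2B (50 nM final) in PBS pH 7.4, 0.01% Tween-20; complex preformed 30 min RT, then compounds (top 110 uM) 30 min RT, beads 20 min dark.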
ERG Ets-DNA blk: blocks human ERG Ets domain binding to DNA; Potency, µM (top dose mostly 76.9 µM), inactives show at the highest dose FP activity, negative = inhibition, most hits filed as inhibitors; actives 0.028% (n = 370,000); P11308; fluorescence polarization, His-ERG Ets domain / labelled DNA; active = well fitted inhibition curve with a large enough effect in the polarisation, with a control signal flat; inconclusive = small, poorly fitted or top-dose-only effect, or effect the other way, or a change in a side signal; inactive = no such curve, though single readings can be large or run the other way; the % refers to the polarisation;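 note: polarization taken with two DNA probes labelled with fluorescein and Texas red; potency is the fitted concentration of half-maximal effect; % of control where 0% means no effect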
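His-tagged ERG Ets domain (1 uM in the protein solution; 300mM KCl, 50mM Tris-HCl, 1mM EDTA, 1mM DTT, pH 7.5) received compound, then a probe mix of 5 nM fluorescein-DNA and 100nM Texas-615-DNA. Fluorescence polarization was read for both dyes.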
RGS4 inhibitor: human RGS4 inhibition. Transcreener GDP fluorescence polarization, RGS4-accelerated GTP hydrolysis. AID 504845. Potency, µM (doses to about 114 µM), for inactives: top-dose activity change, negative = inhibition, hits mostly inhibitors. actives 0.039% (n = 390,000). P49798; note: potency is the fitted concentration of half-maximal effect; % is set by controls: 0 for no effect and ±100 for the full control effect; nearly all actives have a fitted effect of over 75% in size; some results filed as inactive show a strong effect at the top dose
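MLSMR compounds (23 nl, pin-transferred) preincubated 10 min at room temperature with a 500nM (2x) first reagent, then RGS4 at 900nM (2x) plus Transcreener GDP mix added; fluorescence polarization (620/688 nm) read before and after 90 min at 30 °C.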
G9a block: inhibitors of human histone lysine methyltransferase G9a. AID 504332. Potency, µM (top dose mostly 102 µM), for the others: at the top dose activity, negative = inhibition, hits mostly inhibitors. G9a H3K9 monomethylation, AlphaScreen, 2 h. actives 8.8% (n = 350,000). Q96KQ7; note: potency is the fitted concentration of half-maximal effect; % is set by controls: 0 for no effect and ±100 for the full control effect; nearly all actives have a fitted effect of over 75% in size
Target sequence (Q96KQ7 913-1193 limits assumed): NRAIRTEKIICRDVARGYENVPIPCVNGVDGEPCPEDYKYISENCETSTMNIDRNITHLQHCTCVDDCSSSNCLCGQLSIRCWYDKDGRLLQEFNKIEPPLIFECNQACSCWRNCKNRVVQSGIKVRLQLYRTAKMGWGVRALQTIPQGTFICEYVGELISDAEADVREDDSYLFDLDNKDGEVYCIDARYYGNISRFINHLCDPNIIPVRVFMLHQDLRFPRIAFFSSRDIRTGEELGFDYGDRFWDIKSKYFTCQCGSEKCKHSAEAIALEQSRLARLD
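AlphaScreen detection with an anti-monomethyl H3K9 antibody quantified product after a 2 h room-temperature reaction containing 500 nM biotinylated H3K9 peptide, 20 µM SAM and 20 nM enzyme, which had been preincubated 15 min with compound.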
HP1b chromo inh: inhibitors of HP1-beta chromodomain binding to methylated histone tails; P83916; AlphaScreen HP1-beta / biotin-H3K9me3 peptide binding; Potency, µM (titrated, usually from 114 µM), inactives show at the highest dose activity change, negative = inhibition, usual class: inhibitors; actives 0.56% (n = 390,000); note: potency is the fitted concentration of half-maximal effect; nearly all actives have a fitted effect of over 70% in size; inactives centre near 23
Target sequence (P83916 whole entry, looked up): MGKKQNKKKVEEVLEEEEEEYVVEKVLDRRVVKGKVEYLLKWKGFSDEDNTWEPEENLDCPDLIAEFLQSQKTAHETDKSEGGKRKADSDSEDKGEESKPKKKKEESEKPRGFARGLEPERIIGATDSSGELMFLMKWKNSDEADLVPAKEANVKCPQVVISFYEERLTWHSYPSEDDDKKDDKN
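Compound inhibition of the preformed complex between 50 nM HP1-beta and 50 nM biotinylated H3K9me3 peptide was read by AlphaScreen. Buffer was PBS pH 7.4 with 0.01% Tween-20. Incubations ran 30 min at room temperature, with 10 ug/mL donor/acceptor beads.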
ALOX12 inh: inhibitors of human 12S-lipoxygenase ALOX12; P18054; purified 12hLO, xylenol orange hydroperoxide absorbance; Potency, µM (series often up to 108 µM), without a hit: at the top dose activity change, negative = inhibition, usual class: inhibitors; actives 1.1% (n = 580,000); AID 1671190; note: potency is the fitted concentration of half-maximal effect; % is set by controls: 0 for no effect and ±100 for the full control effect
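Hydroperoxide product was detected by ferrous iron/xylenol orange as the 573 to 405 nm absorbance ratio. Arachidonic acid at 40 uM (final) was turned over for 30 min at room temperature by 150 nM human 12hLO, pH 7.0 Hepes buffer, after 15 min compound preincubation.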
JMJD2A Tudor: blocks the human JMJD2A Tudor domain; AID 504339; Potency, µM (series often up to 114 µM), inactives show at the highest dose activity change, negative = inhibition, actives largely listed as inhibitors; AlphaScreen JMJD2A-Tudor / H3K4me3 peptide binding; actives 4.4% (n = 390,000); O75164; note: potency is the fitted concentration of half-maximal effect; % is set by controls: 0 for no effect and ±100 for the full control effect; nearly all actives have a fitted effect of over 50% in size
PI4K2A inh: PI4K2A (human) kinase inhibition | Q9BTU6 | purified PI4K2A, ADP-Glo luminescence, 1 h; hits give low values | activity change, negative = inhibition, % at 76.9 µM | actives 0.13% (n = 420,000) | AID 1346378; in the data active = activity change below about -50%; inconclusive = mostly about -30% to -49%;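 note: -100% = wells without enzyme as full effect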
Target sequence (Q9BTU6 whole entry, looked up): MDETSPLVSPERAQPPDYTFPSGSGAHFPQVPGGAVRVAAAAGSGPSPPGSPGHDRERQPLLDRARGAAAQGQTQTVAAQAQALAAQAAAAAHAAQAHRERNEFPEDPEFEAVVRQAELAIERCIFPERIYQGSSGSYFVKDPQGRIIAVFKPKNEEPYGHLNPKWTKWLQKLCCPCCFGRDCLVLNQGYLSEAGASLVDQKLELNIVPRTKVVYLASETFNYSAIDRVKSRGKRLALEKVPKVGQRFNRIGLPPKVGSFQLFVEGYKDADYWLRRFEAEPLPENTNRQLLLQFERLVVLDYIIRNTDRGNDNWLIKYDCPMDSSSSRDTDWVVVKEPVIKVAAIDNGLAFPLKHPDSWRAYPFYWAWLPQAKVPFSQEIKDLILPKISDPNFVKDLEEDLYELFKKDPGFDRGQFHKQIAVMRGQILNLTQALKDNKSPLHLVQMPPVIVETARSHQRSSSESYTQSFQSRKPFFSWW
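Compounds are screened against recombinant PI4K2A using PI as substrate and ATP, the latter dispensed at 300 microM. Reactions run one hour at ambient temperature before ADP-Glo detection; full inhibition defined by wells lacking enzyme.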
* hit, by the source's call; ? = inconclusive; / = not tested or not shown; & = joins results of further samples; ! = not active in a repeat; [ ] = dose if it differs, or a comment. Unless noted, calls come from the whole dose curve; as a rule, active = well fitted curve in the direction sought with a large enough effect; inconclusive = small, poorly fitted or top-dose-only effect, or another doubt; inactive = no such curve, though single readings can be large; an effect the other way counts as inactive or inconclusive.

compound	GLS inhibitor	BAZ2B inh	ERG Ets-DNA blk	RGS4 inhibitor	G9a block	HP1b chromo inh	ALOX12 inh	JMJD2A Tudor	PI4K2A inh
CCOC(=O)c1ccc(N2C(=O)c3n[nH]c(-c4cccs4)c3C2c2ccc(C(C)(C)C)cc2)cc1 (centres undefined)	0%	/	-2%	14%	?	-4%	-14%	?	0
COc1ccc(CCN)cc1OC	5%	-11%	-1%	10%	49%[59 µM]	29%	39%[activator]	-10%	-3
CCOC(=O)c1c(C)n(C(C)C)c2ccc(OC(=O)c3ccc(N4C(=O)CCC4=O)cc3)cc12	4%	-35%	2%	7%	15%[59 µM]	3%	-10%	-14%	-5
O=C(COc1ccc(S(=O)(=O)N2CCOCC2)cc1)N1CCN(Cc2ccc3c(c2)OCO3)CC1	-6%	1%	0%	-22%	0%	11%	-28%	-16%	4
COC(=O)C1=C(c2c(C)noc2C)C[C@@H]2CC[C@H]1N2C(=O)NCCOc1ccccc1Cl	-9%	4%	-8%	-9%	-8%[2.33 µM]	42%[activator]	12%	-6%	-2
COc1cc(C(=O)Nc2ccc(Br)cc2C(=O)c2ccccc2)cc(OC)c1OC	-10%	0%	8%	-19%	-6%[59 µM]	29%	5%	1%	3
CC[C@H]1CN2CCC1C[C@@H]2[C@H](O)c1ccnc2ccc(OC)cc12 (some centres undefined)	-8%	/	-2%	-9%	/	27%	16%	-14%	0
COc1cc2c3cc1Oc1cc(ccc1O)C[C@@H]1c4c(cc(OC)c(O)c4Oc4cccc(c4)C[C@@H]3N(C)CC2)CC[N+]1(C)C	-1%	7%	4%	-2%	?	26%	-13%	-14%	-6
NCCc1ccc(S(N)(=O)=O)cc1	5%	0%	-3%	-3%	7%	28%	7%	-8%	2
COC(=O)C(O)(c1ccc(NC(=O)c2ccco2)c(OC)c1)C(F)(F)F (centres undefined)	-13%	4%	-1%	-29%	-2%	15%	-15%	-2%	-10
O=[N+]([O-])c1ccc2nc(CCCc3nc4ccc([N+](=O)[O-])cc4[nH]3)[nH]c2c1	1%	?	6%	-13%	/	15%	-25%	-20%	3
CCN(CC)c1ccc(C=C2C(=O)N(C)C(=S)N(C)C2=O)o1	12%	?	86%[activator]	-18%	20µM*	-25%	-19%	-30%	2
Cn1cnc(CCN)c1	3%	/	0%	-5%[56.9 µM]	7.9µM*!	17%	-6%&-23%	14µM*	-5&3
Cc1ccc(S(=O)(=O)Oc2ccccc2C=C2C(=O)N(C)C(=O)N(C)C2=O)cc1	26%	0%	4%	?	/	46%[activator]	45µM*	0%	-4
Cc1ccc(OP(=O)(NCc2ccccc2)Oc2ccc(C)cc2)cc1	-5%	38%	4%	-21%	49%[activator]	57%[activator]	?	53%[activator]	11
O=c1[nH]c(=O)n(-c2ccccc2Cl)c(O)c1C=NCCN1CCCCC1	-21%	4%	-7%	36%	-33%	55%[activator]	4%	-5%	-11
COC(=O)C(O)(c1c[nH]c2ccccc12)C(F)(F)F (centres undefined)	-17%	8%	-4%	8%	8%	32%	?	-13%	0
CC(=O)C1CCC2C3CCC4CC(O)CCC4(C)C3CCC12C (centres undefined)	10%	-5%	8%	11%	14%[59 µM]	73%[activator]	-16%	-23%	4
COc1ccc(N2CC(C(=O)NCc3ccco3)CC2=O)cc1 (centres undefined)	-13%	-13%	-21%	-18%	18µM*	25%	-25%	?	4
Cc1ccc(S(=O)(=O)N2CCCc3cc(NS(=O)(=O)c4cc(C)ccc4C)ccc32)cc1	0%	?	2%	28%	-42%[59 µM]	9%	0%	-24%	-1
CCn1c(O)c(C=NCc2ccccc2)c(=O)[nH]c1=S	8%	-19%	-4%	6%	?	6%	-25%	-21%	-1
Cc1cccc(CN2CCCC(C(=O)c3ccc4c(c3)OCO4)C2)n1 (centres undefined)	0%	21%	-3%	10%	/	34%	1%	-14%	-7
O=C1[C@H]2[C@@H](C3CC3)N3C(=O)CN(CC4CC4)C(=O)[C@@]3(Cc3ccccc3)[C@H]2C(=O)N1c1ccccc1	-3%	/	-2%	-1%	/	45%[activator]	5%	-10%	-3
O=c1[nH]c(=O)n(Cc2ccccc2Cl)c(O)c1/C=C1/C=CC=N1	-14%	-28%	83%[activator]	-15%	-36%	22%	?	-24%	-7
Cc1cccc(C(=O)OCc2cc3ccccc3[nH]c2=O)c1	7%	-24%	-3%	9%	-18%[59 µM]	24%	0%	-3%	3
N#CC1c2ccccc2-n2nncc2CN1S(=O)(=O)c1ccccc1 (centres undefined)	16%	/	0%	4%	/	43%[activator]	4%	-7%	2
c1ccc(C2CC2)c(OCC2=NCCN2)c1	-1%&-7%	5%	5%	?	-6%[59 µM]	12%	?	-22%	-1&-1&1
CCOC(=O)Cn1cc([N+](=O)[O-])nc1[N+](=O)[O-]	-1%	1%	9%	-36%	8%	20%	378%[activator]	-23%	7
O=Cc1cn(Cc2ccccc2F)c2ccccc12	-1%	10%	-4%	-7%	-18%[59 µM]	0%	?	-3%	-3
N#C[C@H](O[C@@H]1O[C@H](CO[C@@H]2O[C@H](CO)[C@@H](O)[C@H](O)[C@H]2O)[C@@H](O)[C@H](O)[C@H]1O)c1ccccc1	-2%	/	-5%	-5%	/	56%[activator]	-13%	-3%	2

New compounds follow
compound	GLS inhibitor	BAZ2B inh	ERG Ets-DNA blk	RGS4 inhibitor	G9a block	HP1b chromo inh	ALOX12 inh	JMJD2A Tudor	PI4K2A inh
CCOc1ccc2[nH]c(=O)c(CN(CCO)C3(c4nnnn4C4CCCCC4)CCCCC3)cc2c1	-16%	7%	-1%	3%[11.4 µM]	28%[59 µM]	44%[activator]	0%	14%[11.4 µM]	-3
O=C(O)C1=CC2c3ccccc3C1c1ccccc12	19%	-2%	-13%	-49%	-14%	73%[activator]	0%	-8%	4
CN1c2ccc([N+](=O)[O-])cc2CC2(C(=O)NC(=O)N(c3ccccc3)C2=O)C1c1ccccc1 (centres undefined)	13%	-36%	-7%	16%	-10%[59 µM]	-8%	-29%	-35%	2
Cc1ccc(CN2C3CCCC2CC(NC(=O)Nc2cccc(F)c2)C3)cc1 (centres undefined)	1%	-3%	1%	10%	6%	29%	-13%	-15%	2
CN1C(=O)NC(=O)[C@]2(Cc3ccccc3N3CCN(c4ccccc4)CC32)C1=O (some centres undefined)	19%	-28%	4%	-30%	3.2µM*	11%	-24%	-33%	-17
O=C1/C(=C\c2cc3c(cc2Cl)OCO3)N2CCC1CC2	18%	-7%	-2%	7%	-23%[59 µM]	22%	-21%	-20%	0
CC(=O)OC(C)(C)/C=C/C(=O)C(C)(O)C1C(O)CC2(C)C3CC=C4C(CC(O)C(=O)C4(C)C)C3(C)C(=O)CC12C (centres undefined)	1%	/	3%	5%	/	49%	-17%	-8%	-3
O=c1[nH]c(=S)[nH]c(O)c1/C=C1\C=Nc2ccccc21	-1%	/	6%	?	/	43%[activator]	/	?	-6
CCc1ccc(N2C(=O)NC(=O)/C(=C/c3cccn3CCOc3ccc(C(C)CC)cc3)C2=O)cc1 (centres undefined)	-1%	-36%	14%	-25%	10%[59 µM]	13%	?	-17%	-16
COc1ccc(-c2cc(C(=O)N3CCN(c4ccccc4OC)CC3)c3cc(C(C)C)ccc3n2)cc1	-14%	?	2%	2%	-8%[59 µM]	20%	?	-25%	2
CC(C(=O)Nc1ccc(Cl)cc1Cl)N1CC=C(c2ccccc2)CC1 (centres undefined)	5%	20%	-6%	-7%	82%[activator][59 µM]	50%[activator]	-27%	55%[activator]	-1
CCN(CC)C(=O)[C@H]1C[C@H](CC(=O)NCC23CC4CC(CC(C4)C2)C3)C(=O)N2CCc3c([nH]c4cc(-c5ccco5)ccc34)[C@]12C	3%	/	3%	-19%	/	?	?	?	-2
CN1C(=O)C(Cc2ccccc2)C(=O)N(C)C1=O	11%	/	-6%	6%	/	18%	-3%	-19%	-2
C=C1N2CCC(CC2)C1(O)c1ccccc1C (centres undefined)	-1%	2%	-11%	-1%	?	25%	0%	-13%	-6
O=C(c1cc(F)ccc1F)C1CCCN(Cc2ccc3nonc3c2)C1 (centres undefined)	-2%	11%	6%	5%	/	80%[activator]	-7%	59%[activator]	0
S=C=Nc1cccc(C2(N3CCCCC3)CCCCC2)c1	25%	-2%	-13%	-5%	14µM*	-18%	-12%&158%	-17%	-1
COc1ccccc1C=C1C(=O)NC(=S)NC1=O	-28%	/	0%	?	/	?	?	20µM*	-10
CC12CCC3C(CCC4(O)CC(O)CCC34C=O)C1(O)CCC2C1=CC(=O)OC1 (centres undefined)	2%	/	/	-21%	/	46%[activator]	-3%	-5%	0
CCn1c(SCC(=O)NCc2ccccc2)nnc1C(CO)NC(=O)c1ccccc1 (centres undefined)	-6%	-17%	-8%	1%	32µM*	6%	0%	-7%	-3

In another format: results already given.
CCc1ccc(N2C(=O)NC(=O)/C(=C/c3cccn3CCOc3ccc(C(C)CC)cc3)C2=O)cc1 (centres undefined)
  GLS inhibitor: -1%
  BAZ2B inh: -36%
  ERG Ets-DNA blk: 14%
  RGS4 inhibitor: -25%
  G9a block: 10%[59 µM]
  HP1b chromo inh: 13%
  ALOX12 inh: ?
  JMJD2A Tudor: -17%
  PI4K2A inh: -16
O=c1[nH]c(=S)[nH]c(O)c1/C=C1\C=Nc2ccccc21
  GLS inhibitor: -1%
  BAZ2B inh: /
  ERG Ets-DNA blk: 6%
  RGS4 inhibitor: ?
  G9a block: /
  HP1b chromo inh: 43%[activator]
  ALOX12 inh: /
  JMJD2A Tudor: ?
  PI4K2A inh: -6

A portion of the library; count on the stated rates, not on these rows.
